Source: PubChem BioAssay (National Center for Advancing Translational Sciences (NCATS))
IDH1 R132H inh: qHTS for Inhibitors of mutant isocitrate dehydrogenase 1 (IDH1): qHTS. Isocitrate dehydrogenase [NADP] cytoplasmic (Homo sapiens), O75874. IDH1-R132H enzyme, NADPH consumption, diaphorase/resazurin fluorescence. Potency, µM (highest dose often 76.6 µM), for the others: top-dose activity change, negative = inhibition, usual class: inhibitors. actives 0.093% (n = 390,000); note: potency is the fitted concentration of half-maximal effect; % is set by controls: 0 for no effect and ±100 for the full control effect; nearly all actives have a fitted effect of over 65% in size
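IDH1-R132H (0.5 ug/mL) preincubated 30 min with compound, then NADPH (0.016 mM) and alpha-KG (2 mM) added; 80 min at RT, pH 7.5. Remaining NADPH coupled via diaphorase/resazurin to fluorescence (540/590 nm); concentration-response curves normalized to no-enzyme control.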
TRHR ag: qHTS for Small Molecule Agonists and Allosteric Enhancers of Human TRH Receptor: Primary Screen for Agonists. Thyrotropin-releasing hormone receptor (Homo sapiens), P34981. TRHR cells, calcium flux fluo-8, FDSS agonist mode. activation, % at 2 µM. actives 0.18% (n = 360,000). AID 493084, 2011; in the data active = activation above about 30%; note: 0% is about no effect
Target sequence (P34981 whole entry, looked up): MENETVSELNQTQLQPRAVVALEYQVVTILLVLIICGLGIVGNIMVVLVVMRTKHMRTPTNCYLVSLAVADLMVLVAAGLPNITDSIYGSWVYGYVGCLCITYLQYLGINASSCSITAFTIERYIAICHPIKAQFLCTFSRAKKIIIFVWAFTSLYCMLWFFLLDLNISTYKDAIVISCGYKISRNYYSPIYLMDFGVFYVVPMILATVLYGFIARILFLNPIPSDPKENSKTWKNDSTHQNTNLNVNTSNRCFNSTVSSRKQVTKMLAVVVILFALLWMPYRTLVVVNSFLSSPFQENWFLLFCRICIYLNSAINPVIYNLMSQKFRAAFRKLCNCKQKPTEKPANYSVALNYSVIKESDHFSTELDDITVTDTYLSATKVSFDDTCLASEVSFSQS
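TRHR-expressing cells loaded with fluo-8 calcium dye; 23 nL library compound pin-transferred, kinetic FDSS fluorescence (Ex 480/Em 530) recorded about 180 s for agonist-induced calcium release, before a 10 nM TRH EC20 addition for potentiator mode.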
USP1 inh: Inhibitors of USP1/UAF1: Primary Screen; recombinant USP1/UAF1, Ub-Rhodamine cleavage fluorescence; Potency, µM (highest dose often 57.1 µM), without a hit: at the highest dose activity change, negative = inhibition, actives largely listed as inhibitors; actives 0.23% (n = 390,000); AID 743255, 2014; note: potency is the fitted concentration of half-maximal effect; % is set by controls: 0 for no effect and ±100 for the full control effect; nearly all actives have a fitted effect of over 60% in size; inactives centre near -12
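1 nM enzyme complex + cpd, 15 min RT; start with Ub-Rho 150nM final; kinetic fluorescence ex 480/em 540, 6 reads q60 s. Buffer 50mM HEPES pH 7.8, 0.5mM EDTA, 0.1 mg/ml BSA, 1mM TCEP, 0.01% Tween-20.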
D2 antag: HTS Assay for Allosteric Antagonists of the Human D2 Dopamine Receptor: Primary Screen for Antagonists; actives 2% (n = 340,000); AID 485344, 2010; HEK293 TREx D2 cells, calcium flux, dopamine EC80; inhibition, % at 10 µM; in the data active = inhibition above about 30%; note: 0% is about no effect
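Calcium mobilization kinetics were recorded at 1 s intervals in tetracycline-induced HEK293 T-REx D2 cells, first for 180 s after compound addition and then 180 s after EC80 dopamine.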
Pin1 inhibitor: qHTS Assay to Find Inhibitors of Pin1. Pin1 FP peptide displacement, HiFluor488, 10 min. Potency, µM (series often up to 115 µM), for inactives: at the highest dose activity, negative = inhibition, most hits filed as inhibitors. actives 0.009% (n = 390,000). AID 504891, 2011; active = well fitted inhibition curve with a large enough effect in the polarisation, with a control signal flat, not every such curve was filed as active; inconclusive = small, poorly fitted or top-dose-only effect, or effect the other way, or a change in a side signal; inactive = no such curve, though single readings can be large or run the other way; the % refers to the polarisation; note: potency is the fitted concentration of half-maximal effect; % is set by controls: 0 for no effect and ±100 for the full control effect
Target sequence (Q13526 whole entry, looked up): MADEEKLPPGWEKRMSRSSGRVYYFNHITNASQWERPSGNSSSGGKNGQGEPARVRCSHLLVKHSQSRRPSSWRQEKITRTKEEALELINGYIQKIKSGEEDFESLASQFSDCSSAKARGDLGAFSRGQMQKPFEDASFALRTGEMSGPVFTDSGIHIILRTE
TrxR1 substrate: qHTS Assay for Substrates of Mammalian Selenoprotein Thioredoxin Reductase 1 (TrxR1): qHTS; AID 588456, 2011; Potency, µM (doses to about 114 µM), for the others: at the top dose activity change, negative = substrate turnover; actives 0.01% (n = 390,000); purified TrxR1 substrate turnover, NADPH consumption readout; Thioredoxin reductase 1, cytoplasmic (Rattus norvegicus), O89049; note: potency is the fitted concentration of half-maximal effect; % is set by controls: 0 for no effect and ±100 for the full control effect; nearly all actives have a fitted effect of over 50% in size
Target sequence (O89049 whole entry, looked up): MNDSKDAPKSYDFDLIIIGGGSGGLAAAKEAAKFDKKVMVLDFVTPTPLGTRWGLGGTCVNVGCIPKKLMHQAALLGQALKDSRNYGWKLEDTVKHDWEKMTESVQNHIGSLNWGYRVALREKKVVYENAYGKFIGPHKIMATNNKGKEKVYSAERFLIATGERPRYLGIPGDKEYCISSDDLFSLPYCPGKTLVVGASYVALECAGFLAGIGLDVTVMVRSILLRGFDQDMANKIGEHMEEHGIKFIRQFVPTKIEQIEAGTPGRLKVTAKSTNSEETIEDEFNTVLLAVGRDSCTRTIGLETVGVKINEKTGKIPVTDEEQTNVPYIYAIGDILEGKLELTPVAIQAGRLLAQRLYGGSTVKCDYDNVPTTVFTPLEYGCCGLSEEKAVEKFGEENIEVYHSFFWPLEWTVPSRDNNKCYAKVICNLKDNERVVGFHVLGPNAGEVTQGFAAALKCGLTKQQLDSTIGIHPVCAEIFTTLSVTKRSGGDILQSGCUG
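Rat TrxR1, dispensed at 90 nM, was prereduced with 400 uM NADPH (final) for 5 min at ~22 deg C, then incubated with compound 15 min before 400 uM selenite. A first-read NADPH fluorescence drop versus no-compound background flagged substrates.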
TrxR1 inh: qHTS Assay for Inhibitors of Mammalian Selenoprotein Thioredoxin Reductase 1 (TrxR1): qHTS. Thioredoxin reductase 1, cytoplasmic (Rattus norvegicus), O89049. recombinant rTrxR1, NADPH fluorescence consumption, selenite substrate. Potency, µM (titrated, usually from 114 µM), for the others: at the highest dose activity change, negative = inhibition, hits mostly inhibitors. actives 1% (n = 390,000); note: potency is the fitted concentration of half-maximal effect; % is set by controls: 0 for no effect and ±100 for the full control effect; nearly all actives have a fitted effect of over 65% in size
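Rat TrxR1 (90 nM in the dispensed reagent) was pre-reduced with 400 uM NADPH for 5 min at room temperature, then incubated with compound for 15 min. After 400 uM selenite was added, NADPH fluorescence (Ex 340/Em 450 nm) was followed for 8 min.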
D2 agonist: HTS Assay for Allosteric Agonists of the Human D2 Dopamine Receptor: Primary Screen for Agonists; D(2) dopamine receptor (Homo sapiens), P14416; HEK293 T-REx D2 cells, calcium flux agonist mode; activation, % at 2 µM; actives 0.53% (n = 340,000); AID 485358, 2010;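 active = activation over 3 SD above normal in the single-dose calcium agonist read, cut at about 30% in these data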; note: 0% is about no effect
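Agonism is scored from calcium flux in a force-coupled, inducible HEK293 cell line expressing D2, read kinetically for 180 s after compound addition against dopamine controls.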
TRHR enhancer: qHTS for Small Molecule Agonists and Allosteric Enhancers of Human TRH Receptor: Primary Screen for Enhancers. Thyrotropin-releasing hormone receptor (Homo sapiens), P34981. TRHR cells, fluo-8 calcium fluorescence, EC20 TRH enhancement. enhancement, % at 2 µM. actives 0.66% (n = 360,000). AID 493056, 2011; in the data active = enhancement above about 30%; note: 0% is about no effect
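TRHR-expressing cells loaded with fluo-8 calcium dye were read kinetically (ex 480/em 530) during compound addition, then stimulated with an EC20 of TRH (10 nM final). Enhancement of the Gq-mediated intracellular calcium response was scored.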
* = called active by the depositor; ? = inconclusive; nt = no result given; [ ] = dose if it differs, or a comment. Unless noted, calls come from the whole dose curve; as a rule, active = well fitted inhibition curve with a large enough effect; inconclusive = small, poorly fitted or top-dose-only effect; inactive = no such curve, though single readings can be large or run the other way.

SMILES	IDH1 R132H inh	TRHR ag	USP1 inh	D2 antag	Pin1 inhibitor	TrxR1 substrate	TrxR1 inh	D2 agonist	TRHR enhancer
Cc1coc2cc3oc(=O)c(CCC(=O)NCc4ccccc4Cl)c(C)c3cc12	-15%	-0.1	-19%	nt	-3%	2%	21%	-1.1	8
CC1Cc2ccccc2N1C(=O)CSc1nc(-c2ccccc2)cs1 (stereo not drawn)	5%	0.2	-19%	-2	0%	-4%	14%	0.0	-6
CNC(=O)c1ccsc1NC(=O)C1CCN(S(=O)(=O)c2ccc(Cl)s2)CC1	-13%	0.0	-18%	0	1%	4%[57.1 µM]	11%[57.1 µM]	0.0	-3
Cn1c(CNC(=O)c2ccco2)nnc1SCC(=O)N1CCN(c2ccccc2F)CC1	0%	-1.9	4%	-7	1%	-3%	-3%	0.6	1
N#Cc1ccc(OCC(=O)NCC(c2cccs2)N2CCOCC2)cc1 (stereo not drawn)	-5%	0.1	-15%	-8	0%	1%	11%	1.2	10
O=C(CN1C(=O)C2(OCCCO2)c2ccccc21)NCCc1ccccc1	3%	0.1	-12%	-7	4%	6%[57.1 µM]	11%[57.1 µM]	-0.2	-3
Cc1nc(SCc2ccc(Cl)cc2)c(C#N)c(C)c1Cl	-4%	2.8	-15%	nt	6%	-2%	14%	-0.5	-6
Cc1ccc(C(C)C)c2c1C(c1ccc3c(c1)OCO3)CC(=O)O2 (stereo not drawn)	-1%	nt	-13%	nt	-2%	-1%	19%	nt	nt
CCc1cccc(C)c1NC(=O)COC(=O)c1cc([N+](=O)[O-])ccc1N1CCOCC1	8%	-0.2	-14%	18	-7%	-7%	-10%	-0.4	-5
O=C(O)CCc1ccc(-c2cccs2)n1-c1ccc(C(=O)O)cc1	11%	1.6	?	2	-12%	6%	71µM*	1.1	5
Cc1ccc(C2NC(=O)NC3=C2CCc2ccccc23)cc1 (stereo not drawn)	12%	-0.1	-15%	-4	1%	34%[activator]	20%	0.0	0
Cc1ccc2nc(NC(=O)COC(=O)c3cccnc3)sc2c1	-2%	nt	-12%	nt	15%	2%	13%	nt	nt
O=C(NCCc1cnn(-c2ccccc2)c1)c1cc(COc2c(F)cccc2F)on1	2%	-0.3	-14%	17	5%	-3%	21%	-1.2	-13
COc1ccc(-c2cc(C(=O)NCCCN3CCOCC3)c3ccccc3n2)cc1OC	5%	-0.3	-20%	-12	2%	4%	12%	-2.5	16
C=CCSc1nc2nc(C)cc(C)n2n1	2%	-0.4	-2%	7	-11%	4%	26%	-0.1	-5
CN(C)C(=S)Nc1cccc(-c2n[nH]c(=S)o2)c1	-2%	0.5	-13%	3	0%	9%[57.1 µM]	-6%[57.1 µM]	0.4	2
O=C(CSc1ccc(Cl)cc1)Nc1ccc(-c2nc3ccccc3[nH]2)cc1	2%	-0.5	-17%	-26	8%	25%	14%	0.4	9
CCc1ccc(CNC(=O)C2CCN(c3nnc(-n4c(C)ccc4C)s3)CC2)cc1	nt	-1.5	-5%	nt	-2%	-8%	-22%	0.1	2
CCOc1ccc(NS(=O)(=O)c2ccc3[nH]c4c(c3c2)CCCC4)cc1	-13%	0.0	1%	nt	7%	-1%	11%	nt	6
F[B-](F)(F)c1cncc2ccccc12	-3%	nt	0%	nt	0%	-1%	18%	nt	nt
O=C(O)C1(Cc2nc3ccccc3[nH]2)CCCC1	-4%	0.7	-5%	nt	7%	-4%	8%	nt	-2
O=C1OC(c2ccccc2)(c2ccc3cc(O)ccc3c2)c2ccccc21 (stereo not drawn)	19%	nt	-12%	nt	4%	-6%[57.1 µM]	2%[2.29 µM]	nt	nt
COc1ccc(CN=C2NN=C(c3ccccc3)CS2)cc1	0%	0.1	-21%	-6	14%	-5%	-14%	-1.1	0
COc1ccccc1-c1noc(-c2ccco2)n1	1%	-0.9	-2%	-1	5%	5%	-15%	-0.2	4
O=C(COc1cccc(C(F)(F)F)c1)NCCCN1CCCC1=O	3%	0.6	-16%	2	-17%	20%[57.1 µM]	5%	0.4	3
O=C(NCCOc1ccccc1F)c1cccc(S(=O)(=O)N2CCN(c3ccccc3)CC2)c1	-8%	0.2	-6%	35*	15%	-10%	6%	2.1	0
O=S(=O)(CS(=O)(=O)c1ccccc1)c1ccccc1	3%	nt	-25%	nt	0%	-10%	11µM*	nt	nt
COC(=O)c1ccccc1NC(=O)CSc1nc(Nc2ccccc2)nc(N2CCOCC2)n1	0%	0.4	-16%	-21	3%	-3%	22%	-0.1	0
O=C(NN=Cc1ccc(O)cc1O)c1ccccc1NS(=O)(=O)c1cccs1	-6%	nt	-5%	nt	4%	-3%	-3%	nt	nt
Cc1cc(C)n(CCNC(=O)CC2C(=O)NCCN2CC2CCCCC2)n1 (stereo not drawn)	6%	0.1	-12%	-6	-15%	1%[57.1 µM]	-8%[57.1 µM]	-0.7	-5
CCN1CCc2c(OCc3ccc(C(=O)OC)o3)cccc2C1=O	9%	-0.4	-16%	-28	-5%	8%	17%[57.1 µM]	0.3	-3
O=C(CNC(=S)N(Cc1ccc(F)cc1)C1CCCCC1)NCCN1CCOCC1	-5%	0.2	-13%	-18	-9%	14%[57.1 µM]	33%[57.1 µM]	1.2	0
CC(C)NC(=O)C12CC3CC(C1)CC(C(=O)NC(C)C)(C3)C2	-6%	1.0	-7%	-1	-4%	2%	19%	0.3	1
COCCNC(=O)CN1C(=O)CSc2cc(S(=O)(=O)N3CCCCCC3)ccc21	7%	nt	-18%	nt	1%	4%	21%	nt	nt
COc1ccccc1-c1noc(-c2ccc(N3CCC(C)CC3)c([N+](=O)[O-])c2)n1	24%	-0.2	-10%	nt	0%	-2%	2%	nt	-4
CC1CC(C)CN(C(=O)COC(=O)Cc2ccc(Cl)cc2)C1 (stereo not drawn)	0%	0.1	-1%	-2	5%	9%[57.1 µM]	9%	0.4	5
Brc1cnc(N2CCOCC2)nc1N1CCCCC1	0%	0.0	-12%	-7	-3%	5%	6%	-0.5	-3
Cc1nn(-c2ccccc2)c(N)c1C(c1ccccc1)c1c(C)nn(-c2ccccc2)c1N	1%	1.0	-17%	4	-2%	-3%	-44%[57.1 µM]	0.0	-10
Cc1ccc(C2=NNC(=O)C(P(=O)(c3ccccc3)c3ccccc3)C2)cc1 (stereo not drawn)	0%	-0.7	-25%	3	-2%	0%	13%	1.4	-1
Cc1ccc(S(=O)(=O)N2CCN(C(=O)N3CCOCC3)C2c2ccc(N(C)C)cc2)cc1 (stereo not drawn)	1%	0.5	-10%	-3	1%	7%[57.1 µM]	4%[57.1 µM]	-0.2	-1
O=C(C1CCCN(Cc2cccs2)C1)N1CCCCCC1 (stereo not drawn)	6%	0.3	-23%	2	5%	-8%[57.1 µM]	9%[57.1 µM]	-0.4	-3
CCOc1ccccc1NC1(c2ccccc2)C(=O)c2ccccc2C1=O	12%	-0.9	-19%	nt	7%	2%	34%	-1.3	-11
COC(=O)CC1C(=O)NCCN1C(=O)CSc1nc2ccccc2o1 (stereo not drawn)	3%	1.5	-17%	2	2%	5%[57.1 µM]	5%[57.1 µM]	7.0	11
O=C(Cn1cnc2ccccc21)N/N=C/C(Br)=C/c1ccccc1	6%	0.3	-27%	15	6%	-8%	-13%	-0.5	0
Cc1cc2c(cc1C)CN(c1ccccc1)C2	4%	-0.1	-19%	0	5%	1%	-13%	0.1	1
CN1CC=C2C(C#N)=C(N)C(C#N)(C#N)C(CCc3ccccc3)C2C1 (stereo not drawn)	41µM*	4.6	?	-8	?	101%[activator]	?	1.4	22
O=C(Cc1cccc2ccccc12)Nc1ccc(-c2cc3ccccc3oc2=O)cc1	6%	1.0	-18%	4	?	301%[activator]	88%[activator]	0.9	-3
CC1(C)CC(N2CCCC2)=CC(=[N+]2CCCCCC2)C1	0%	-0.6	-11%	-12	-8%	-24%	?	0.1	-7
NC(=O)c1c(NC(=O)c2ccccc2F)sc2c1CCCC2	1%	0.5	-7%	20	38%[activator]	16%	-7%	-0.4	12
COc1ccc(CC/C(=N\O)C2(O)CCCCC2)cc1	0%	0.1	-18%	nt	-1%	-2%	-3%	nt	10
COc1cc(CNC(=O)CCCC/C=C/C(C)C)ccc1O	8%	-0.5	-29%	17	-5%	9%	17%	-0.3	6
CCOC(=O)[C@@H](CCc1ccccc1)N[C@H](C)C(=O)N1[C@H](C(=O)O)C[C@@H]2CCC[C@@H]21	-7%	-0.6	-11%	-3	-15%	3%	14%	-0.7	-3
CC(C)CNC(=O)C1=CC(c2ccc3c(c2)OCO3)=NS(=O)(=O)N1C	-3%	0.8	?	nt	-2%	-2%	13%	3.9	-6
O=C(NC1CCCCC1)c1cccc(S(=O)(=O)N2CCCCC2)c1	0%	-0.7	-20%	0	1%	0%	18%	-1.5	5

Records listed above shown as hits in D2 antag.
Structure,TRHR ag,USP1 inh,D2 antag,Pin1 inhibitor,TrxR1 substrate,TrxR1 inh,TRHR enhancer
O=C(NCCOc1ccccc1F)c1cccc(S(=O)(=O)N2CCN(c3ccccc3)CC2)c1,0.2,-6%,35*,15%,-10%,6%,0

An excerpt, so the mix of outcomes need not match the whole.
